Screens from PubChem.
TGFb SMAD3 inh = inhibitors of TGF-b signaling; HepG2 CAGA-GFP TGF-b/SMAD3 reporter, GFP fluorescence, 18 h; TGF-beta stimulated, 500 pg/mL final; Potency, µM (doses to about 46.1 µM), for the others: at the top dose activity, negative = inhibition, actives largely listed as inhibitors; 410,000 tested, 1.2% active; AID 588855; also: potency is read from the fitted curve at half-maximal effect; % is scaled to controls: 0 for no effect and ±100 for the full control effect; nearly all actives have a fitted effect of over 65% in size
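First, reporter cells (HEPG2 CAGA-GFP) rested 2 h at 37 degrees C. Next, compounds were pinned in and TGF-beta added to 500 pg/mL final. After 18 h, GFP was imaged per cell and summed per well.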
EPAC2 ag = agonists of human EPAC2 (RAPGEF4). 360,000 tested, 0.079% active. Q8WZA2. Potency, µM (highest dose often 154 µM), for the others: top-dose activation, hits mostly activators. EPAC2 activation, biochemical qHTS; response scale: 100% = 6.5 mM cAMP response. AID 720711; also: potency is read from the fitted curve at half-maximal effect; nearly all actives have a fitted effect of over 50% in size
Target sequence (Q8WZA2 whole entry, looked up): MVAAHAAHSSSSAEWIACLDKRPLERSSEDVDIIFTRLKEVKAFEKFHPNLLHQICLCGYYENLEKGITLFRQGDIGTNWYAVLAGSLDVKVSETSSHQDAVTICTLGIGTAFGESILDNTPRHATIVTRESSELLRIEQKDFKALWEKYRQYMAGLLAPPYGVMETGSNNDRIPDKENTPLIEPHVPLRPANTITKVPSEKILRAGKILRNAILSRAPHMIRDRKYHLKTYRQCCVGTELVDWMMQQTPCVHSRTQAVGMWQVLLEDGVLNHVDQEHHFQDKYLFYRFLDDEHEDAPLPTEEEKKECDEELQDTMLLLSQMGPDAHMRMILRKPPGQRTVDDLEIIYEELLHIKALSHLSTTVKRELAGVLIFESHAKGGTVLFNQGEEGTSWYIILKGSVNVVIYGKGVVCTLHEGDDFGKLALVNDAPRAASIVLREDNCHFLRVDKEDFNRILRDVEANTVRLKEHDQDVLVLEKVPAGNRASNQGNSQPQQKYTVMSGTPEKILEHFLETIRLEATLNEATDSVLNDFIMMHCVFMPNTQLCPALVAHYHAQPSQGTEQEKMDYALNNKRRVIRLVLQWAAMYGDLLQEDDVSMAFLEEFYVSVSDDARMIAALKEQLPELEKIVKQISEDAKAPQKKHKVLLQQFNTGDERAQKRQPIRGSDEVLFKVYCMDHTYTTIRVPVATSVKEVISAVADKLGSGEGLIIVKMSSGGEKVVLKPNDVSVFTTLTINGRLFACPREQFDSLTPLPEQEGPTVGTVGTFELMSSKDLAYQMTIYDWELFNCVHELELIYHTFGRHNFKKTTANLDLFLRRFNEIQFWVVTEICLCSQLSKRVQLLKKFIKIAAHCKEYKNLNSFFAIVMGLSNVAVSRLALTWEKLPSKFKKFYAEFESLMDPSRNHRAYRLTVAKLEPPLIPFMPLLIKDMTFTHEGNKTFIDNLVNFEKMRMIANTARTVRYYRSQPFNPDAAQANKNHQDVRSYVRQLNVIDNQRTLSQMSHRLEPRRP
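qHTS, titration series. 100 nM EPAC2 / 250 nM Rap1B-BODIPY-GDP / 50 uM GDP; RT; ex 480/em 540 nm, 5-min reads to 30 min. Norm. to 6.5 mM cAMP = activation.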
Nrf2 block = Nrf2 pathway inhibition; A549 ARE-Fluc reporter, luciferase luminescence, 18-24 h; AID 504444; Potency, µM (highest dose often 46 µM), for the others: at the highest dose activity change, negative = inhibition, most hits filed as inhibitors; 360,000 tested, 2.1% active; also: potency is read from the fitted curve at half-maximal effect; % is scaled to controls: 0 for no effect and ±100 for the full control effect; nearly all actives have a fitted effect of over 60% in size
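Nrf2 activity is the BugLite luminescence, read 15 min after reagent at room temperature, following CellTiter-Fluor cytotoxicity readout (30 min, 37C). Compound titrations were applied for 18-24 h to 5000 A549 ARE_Fluc cells/well in 5% FBS OPTI-MEM.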
Nrf2 ARE act = Nrf2 pathway activation; AREc32 ARE-luciferase reporter (MCF7-derived line), luminescence, 24 h; Potency, µM (doses to about 46.1 µM), for the others: top-dose activation, actives largely listed as activators; 410,000 tested, 0.31% active; AID 624171; also: potency is read from the fitted curve at half-maximal effect; % of control where 0% means no effect; nearly all actives have a fitted effect of over 65% in size
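Reporter line AREc32 (ARE-Fluc), seeded overnight in OPTI-MEM with 5% FBS; compound pin-transferred, 24 hr at 37 deg C, 5% CO2; luminescent read-out.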
MmCpn inh = blocks the Methanococcus maripaludis chaperonin Mm-Cpn; purified Mm-Cpn ATPase, ADP Transcreener TR-FRET; Potency, µM (series often up to 76.9 µM), for inactives: top-dose activity, negative = inhibition, usual class: inhibitors; 330,000 tested, 0.031% active; AID 504842; also: potency is read from the fitted curve at half-maximal effect; % is scaled to controls: 0 for no effect and ±100 for the full control effect; nearly all actives have a fitted effect of over 80% in size
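ATP (10 uM final) was added to archaeal chaperonin (25 nM final) after 10 min exposure to test compound at 37°C; after 30 min further incubation, ADP was detected by competitive TR-FRET.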
A549 tox = kills or reduces viability of A549 cells in Nrf2 counter-screen; AID 504648; Potency, µM (top dose mostly 46 µM), without a hit: at the highest dose activity change, negative = cytotoxicity, hits mostly inhibitors; 390,000 tested, 0.16% active; A549 ARE-Fluc cells, CellTiter-Fluor viability, 18-24 h; also: potency is read from the fitted curve at half-maximal effect; % is scaled to controls: 0 for no effect and ±100 for the full control effect
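A549 ARE_Fluc cells in 5% FBS OPTI-MEM were exposed to compounds in concentration-response for 18-24 h at 37 deg C. Viability was read by CellTiter-Fluor fluorescence (Ex 405/Em 525) after 30 min, before the luciferase read.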
EPAC2 antag = blocks human EPAC2 exchange factor; Q8WZA2; EPAC2 GEF exchange of Rap1B-BODIPY-GDP, fluorescence; Potency, µM (series often up to 114 µM), without a hit: at the highest dose activity, negative = inhibition, hits mostly inhibitors; 360,000 tested, 0.18% active; AID 720708; also: potency is read from the fitted curve at half-maximal effect; % is scaled to controls: 0 for no effect and ±100 for the full control effect; nearly all actives have a fitted effect of over 45% in size; many of its hits are not listed in these tables
CCT chaperon mod = changes cytosolic chaperonin activity. purified chaperonin ATPase assay, HTRF ADP detection, 30 min. activity change, % (concentration not given with the values), hits read low. 360,000 tested, 0.3% active. AID 651819; in the data active = activity change below about -30%; also: % is scaled to controls: 0 for no effect and ±100 for the full control effect
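First, chaperonin was dispensed at 40 nM or 20 nM final depending on batch activity. Next, compounds were pinned at 76 uM and ATP added at 10 uM. After 30 min at 37 °C, ADP detection reagents ran 30 min at ambient temperature.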
Akt phos inh = Akt phosphorylation inhibition; Neuro2A IGF-stimulated pAkt S473 HTRF, 20 min; hits give low values; activity change, % for hits at 50 µM; 360,000 tested, 0.32% active; in the data active = activity change below about -80%; inconclusive = mostly about -51% to -80%; also: % is scaled to controls: 0 for no effect and ±100 for the full control effect
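Neuro2A cells (4,500/well, DMEM with 0.5% FBS) were treated with compound at a single 50 µM final concentration, stimulated with 6 nM IGF for 20 min at 37 °C, and lysed. Phospho-Akt Ser473 was read by HTRF as 665/615 ratio ×10^4.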
Starred values were filed as active, the others as inactive; i = inactive; ? = inconclusive; . = not tested or not shown; & = joins results of further samples; [ ] = remark or other dose. Unless noted, calls follow the shape of the dose curve; as a rule, active = well fitted curve in the direction sought with a large enough effect; inconclusive = small, poorly fitted or top-dose-only effect, or another doubt; inactive = no such curve, though single readings can be large; an effect the other way counts as inactive or inconclusive.

SMILES,CCT chaperon mod,Nrf2 block,EPAC2 antag,Nrf2 ARE act,A549 tox,MmCpn inh,TGFb SMAD3 inh,EPAC2 ag,Akt phos inh
Cc1ccc(C23CC4CC(CC(C(=O)NC(C)C(N)=O)(C4)C2)C3)cc1 (stereo not given),2.7,5.3%,-0.2%,-1.1%,0.0%,0.2%,-1.2%,1.7%,.
COc1ccc(C2CC(C(F)(F)F)n3nc(C(=O)NCc4cn(C)nc4C)c(Cl)c3N2)cc1 (stereo not given),-0.7,?,5.6%,4.9%,-11.9%,0.0%,?,1.9%,i
CC(C)C(=O)Nc1ccc(N2CCN(C(=O)c3cccs3)CC2)cc1,-1.6,-1.8%,9.0%,0.0%,-4.3%,0.1%,9.6%,3.3%,i
COc1cc(OC)cc(-c2nnc(SCc3c(F)cccc3Cl)o2)c1,-6.9,25.4%,-4.0%,3.6%,2.6%,1.5%,6.0%,11.3%,i
O=C(O)c1ccc(S(=O)(=O)c2ccc([N+](=O)[O-])cc2[N+](=O)[O-])cc1,0.1,?,5.4%,?,-0.8%,0.5%,-12.3%,2.7%,i
CCOC(=O)c1ccc(CNCc2ccccc2)cc1,-0.6,?,5.4%,0.7%,7.6%,-1.7%,0.9%,-0.7%,i
Cc1ccc(C(=O)Nc2nc3ccccc3c(=O)s2)cc1,-4.3,?,-0.1%,?,15.7%,-1.7%,?,2.7%,i
COc1cc(N=C2C(=O)N3c4c(cccc42)C(C)=CC3(C)C)cc(OC)c1,-0.1,19.9%,-2.0%,4.2%,6.4%,0.9%,?,3.2%,i
Cc1cc(Cl)cc(C)c1OCC(=O)N1CCN(c2ncccn2)CC1,1.3,8.6%,-14.5%,-0.3%,9.5%,0.8%,11.5%,8.0%,i
CN(CCOC(=O)c1ccc2c(c1)OCO2)C(C)(C)C,2.2,10.5%,?,0.2%,8.7%,-3.8%,-4.0%,8.0%,i
Cc1ccc(OCCSc2nc3ccc(NC(=O)c4ccco4)cc3s2)cc1,.,5.4%,.,-0.9%,5.7%,.,-1.2%,.,.
Cc1ccc(/C=C/C(=O)O)cc1S(=O)(=O)NCC1CCCO1 (stereo not given),-2.0,0.6%,4.6%,-0.6%,-4.3%,-1.4%,-5.5%,5.0%,i
Cc1cc(C)c(NC(=O)CNC(=O)c2ccccc2SCC(=O)N2CCCC2)c(C)c1,-7.6,-1.7%,-2.0%,-0.1%,-0.1%,4.0%,2.6%,10.6%,i
COc1ccc(/C(O)=C/C(=O)C(=O)NNC(=O)c2ccccc2)cc1,0.3,?,7.5%,2.7%,1.9%,0.4%,0.8%,2.0%,i
Cc1cccc(N2C(=O)/C(=C/c3cccnc3)SC2=S)c1,1.0,-12.5%,2.4%,3.2%,1.9%,-1.1%,0.0%,-1.2%,i
N#Cc1ccccc1COc1ccc(/C=C/C(=O)O)cc1,-1.8,2.31µM*,-6.0%,-2.1%,-0.4%,2.6%,15.3%,10.7%,i
COc1cccc(N2CC(NS(=O)(=O)c3ccc(Cl)cc3)CC2=O)c1 (stereo not given),-0.9,13.8%,-15.1%,-0.8%,-0.6%,0.5%,0.4%,-1.6%,i
Fc1cccc(NC(=S)NCc2cccnc2)c1,-3.6,-0.3%,0.1%,2.8%,8.9%,1.7%,9.1%,6.7%,i
CCN1CCN(C(=O)C2CCC(CNS(=O)(=O)c3ccccc3)CC2)CC1 (stereo not given),3.5,5.5%,-14.9%,0.0%,-4.1%,1.3%,7.1%,-2.5%,i
O=C(COC(=O)/C=C/c1ccccc1)NCc1cccs1,2.9,0.3%,-4.6%,3.7%,-0.1%,1.2%,-11.6%,10.3%,i
COc1cccc(C=Nc2cccc3c(=O)[nH][nH]c(=O)c23)c1O,-1.5,10.2%,7.5%,0.6%,-7.2%,-0.2%,-2.4%,-7.6%,i
COc1cccc(NC(=O)CN(C)CC(=O)Nc2ccc(C)c(S(=O)(=O)N3CCOCC3)c2)c1,-1.1,4.5%,6.2%,0.0%,-5.2%,.,-3.0%,0.4%,i
CN(C)c1ccc(CNS(=O)(=O)c2csc(C(N)=O)c2)cc1,-0.3,?,3.8%,3.3%&2.0%,13.6%&2.7%,-0.4%,-6.9%&-28.8%,3.8%,i
Cc1cccc(/C=N/n2c(-c3ccco3)n[nH]c2=S)c1,-1.4,11.9%,1.7%,25.8%,-6.0%,3.8%,4.0%,-4.1%,i
Cc1cn2c(=O)cc(COC(=O)C(C)Oc3ccccc3)nc2s1 (stereo not given),.,16.2%,.,3.4%,-1.0%,.,?,.,.
O=C(c1nc2ccccn2c1CNCCCn1ncc2ccccc21)N1CCCC1,-2.1,3.4%,2.8%,0.2%,-7.3%,0.7%,7.9%,8.4%,i
O=C1N=C(N2CCOCC2)S/C1=C1\C(=O)N(Cc2ccccc2)c2ccccc21,-2.8,0.8%,7.7%,0.8%,-3.1%,-0.8%,3.5%,-5.7%,i
CCCc1nc2nc(C)c(NS(=O)(=O)c3ccc(Cl)cc3)c(=O)n2[nH]1,0.3,3.7%,-9.2%,4.5%,-2.2%,-0.8%,-14.3%,14.8%,i
Cc1ccc(C(=O)NCC(C)NC(=O)c2ccc(C)c(C)c2)cc1C (stereo not given),0.5,-26.2%,-6.9%,-0.6%,1.0%,.,-7.4%,8.9%,i
CN(Cc1ccccc1)C(=O)CN1C(=O)NC2(CCCCCCC2)C1=O,-1.9,3.3%,-6.2%,0.2%,7.9%,2.4%,?,7.5%,i
COc1ccc(S(=O)(=O)NC(C)C(=O)NCc2ccccn2)cc1OC (stereo not given),0.5,7.9%,7.4%,-0.2%,-4.3%,0.5%,20.8%,8.2%,i
CN(C)c1ccc(NC(=O)CN2CCN(c3ccc(F)cc3)CC2)cc1,-3.5,-3.8%,3.6%,-1.1%,-0.3%,-1.1%,-4.6%,-0.9%,i
CCc1ccc(N(C(=O)CCC(=O)Nc2cc(C)on2)C(C(=O)NC2CCCC2)c2ccco2)cc1 (stereo not given),-1.8,-2.3%,-1.0%,-0.6%,1.8%,0.4%,1.1%,-14.0%,i
CCOC(=O)C1=C(C)NC(=O)NC1c1ccc(OCC(N)=O)cc1 (stereo not given),3.5,?,17.9%,-0.4%,4.1%,-3.5%,6.5%,4.1%,i
Cc1ccc(S(=O)(=O)NC2CC3CCC2C3)cc1 (stereo not given),1.3,-9.2%,-12.3%,0.2%,1.7%,.,-18.8%,6.6%,i
CCNC(=O)COC(=O)c1sccc1C,-6.3,?,4.5%,-0.2%,6.4%,1.7%,-18.4%,7.1%,i
COc1ccccc1NS(=O)(=O)c1ccc(NC(=O)c2ccncc2)cc1,-0.9,?,7.3%,-0.6%[9.22 µM],-1.4%,0.5%,-0.3%,0.7%,i
O=C(Cn1c(=O)n(-c2ccc(F)cc2)c(=O)c2sccc21)NC1CCCCC1,2.3,7.5%,-28.9%,-0.1%,7.3%,1.0%,-1.3%,11.7%,i
Cc1cccc(-n2nnnc2SC(C)C(=O)NCCC2=CCCCC2)c1 (stereo not given),-4.1,5.6%,-6.3%,0.3%,-2.4%,2.0%,3.5%,-2.8%,i
COc1ccc(C2CC(=O)c3cnc4c(-c5ccccc5)c(C)nn4c3C2)c(OC)c1 (stereo not given),.,-10.5%,.,-0.2%,-9.2%,.,9.3%,.,.
O=C(NCCCO)/C(=C\c1ccco1)NC(=O)c1ccc(Br)o1,1.1,9.8%,3.8%,-0.7%,0.1%,0.0%,-1.9%,-9.5%,i
N=c1ncn(C2OC(CO)C(O)C2O)c2nc(Br)[nH]c12 (stereo not given),-0.6,.,2.4%,-0.5%,.,.,-7.9%,6.9%,i
Cc1ccc(O)c(C(=O)c2cnc3c(c2)c(=O)n(C)c(=O)n3C)c1,-1.2,-7.5%,-0.9%,0.0%,0.5%,-1.6%,-1.8%,-3.3%,i
CC(C)CC(=O)Nc1cccc(-c2nc3ncccc3o2)c1,0.5,-4.9%,-0.3%,-0.6%,0.4%,-0.9%,-0.4%,-7.0%,i
CCOC(=O)N1CCN(Cc2nc3cc(NC(=O)c4ccc(F)cc4)ccc3n2C(C)C)CC1,.,9.0%,.,-0.7%,-17.1%,.,-56.4%,.,.
Oc1ccccc1-c1cnc2cccnn12,1.7,.,7.1%,1.1%,.,.,20.0%,6.2%,i
C[C@]12CS(=O)(=O)C[C@H]1SC(=S)N2c1ccccc1,-1.6,4.3%,-6.6%,2.3%,-3.5%,-0.8%,-8.0%,6.4%,i
CCOc1ccc(NC(=O)CN(C)C(=O)c2cc(S(=O)(=O)N3CCCCCC3)ccc2OC)cc1OCC,-2.2,-7.2%,-11.6%,0.3%,-3.9%,-2.2%,0.0%,6.5%,i
Nn1c(SCC(=O)Nc2ccc3c(c2)OCO3)nnc1-c1ccccc1,-0.8,.,4.3%,0.4%,-2.1%,0.7%,-17.0%,1.5%,.

Full records from above.
Cc1ccc(OCCSc2nc3ccc(NC(=O)c4ccco4)cc3s2)cc1 in the list: CCT chaperon mod = .; Nrf2 block = 5.4%; EPAC2 antag = .; Nrf2 ARE act = -0.9%; A549 tox = 5.7%; MmCpn inh = .; TGFb SMAD3 inh = -1.2%; EPAC2 ag = .; Akt phos inh = .
CN(C)c1ccc(NC(=O)CN2CCN(c3ccc(F)cc3)CC2)cc1 in the list: CCT chaperon mod = -3.5; Nrf2 block = -3.8%; EPAC2 antag = 3.6%; Nrf2 ARE act = -1.1%; A549 tox = -0.3%; MmCpn inh = -1.1%; TGFb SMAD3 inh = -4.6%; EPAC2 ag = -0.9%; Akt phos inh = i

Only part of the results is shown, so the mix of outcomes need not match the whole.
